MLLE-PAM2 inh = blocks PAM2 peptide binding to the PABP1 MLLE domain. P11940. GST-MLLE / FITC-PAM2 fluorescence polarization. inhibition, % at 20 µM. hit rate 0.36% among 360,000. AID 588489; in the data active means inhibition above about 35%, passing the limit was not always enough;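 further: plate controls were DMSO wells with GST-MLLE for no effect and wells lacking GST-MLLE protein for full effect; some results filed as inactive read as strong as hits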
SKN-1 inh = blocks SKN-1 activity in C. elegans; AID 624304; C. elegans VP596 Pgst-4::GFP/RFP ratio, acrylamide-induced, 24 h; hit rate 0.49% among 360,000; inhibition, % at 21.8 µM;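 active means interference check ratio from 0.5 to 1.5 plus GFP to RFP signal ratio inhibition reaching or exceeding a fixed threshold, cut at about 30% in these data, passing the limit was not always enough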; further: some compounds called inactive have numbers as strong as hits
Rin1-Abl PPI inh = blocks binding of human Rin1 to Abl; P00519+Q13671; TR-FRET Rin1/Abl binding, biochemical; inhibition, % at 7.35 µM; hit rate 0.4% among 360,000; AID 588664; in the data active means inhibition above about 5%, passing the limit was not always enough
eLon inh = inhibits E. coli Lon protease; P0A9M0; purified E. coli Lon protease, fluorescence polarization; inhibition, % at 7.94 µM; hit rate 0.42% among 360,000; AID 602123; in the data active means inhibition above about 13%, passing the limit was not always enough;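 further: 0% = enzyme with probe and DMSO and 100% = no enzyme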
bovine MsrA act = activates bovine MsrA enzyme; activation, % at 10.6 µM; AID 602163; hit rate 0.3% among 360,000; purified bovine MsrA, absorbance read-out; in the data active means activation above about 7.5%;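 further: 0% = vehicle and 100% = reference activator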
FAS TE block = blocks the thioesterase domain of human fatty acid synthase. inhibition, % at 15 µM. hit rate 0.67% among 360,000. recombinant FAS-TE, OMFH fluorogenic substrate, fluorescence endpoint. AID 602261;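 active means compounds whose normalised, plate-corrected inhibition of enzyme fluorescence in the single-dose primary screen is 50% or more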;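 further: 0% = DMSO with enzyme and 100% = substrate without enzyme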
Target sequence (P49327 whole entry, looked up, the tested form may be a part): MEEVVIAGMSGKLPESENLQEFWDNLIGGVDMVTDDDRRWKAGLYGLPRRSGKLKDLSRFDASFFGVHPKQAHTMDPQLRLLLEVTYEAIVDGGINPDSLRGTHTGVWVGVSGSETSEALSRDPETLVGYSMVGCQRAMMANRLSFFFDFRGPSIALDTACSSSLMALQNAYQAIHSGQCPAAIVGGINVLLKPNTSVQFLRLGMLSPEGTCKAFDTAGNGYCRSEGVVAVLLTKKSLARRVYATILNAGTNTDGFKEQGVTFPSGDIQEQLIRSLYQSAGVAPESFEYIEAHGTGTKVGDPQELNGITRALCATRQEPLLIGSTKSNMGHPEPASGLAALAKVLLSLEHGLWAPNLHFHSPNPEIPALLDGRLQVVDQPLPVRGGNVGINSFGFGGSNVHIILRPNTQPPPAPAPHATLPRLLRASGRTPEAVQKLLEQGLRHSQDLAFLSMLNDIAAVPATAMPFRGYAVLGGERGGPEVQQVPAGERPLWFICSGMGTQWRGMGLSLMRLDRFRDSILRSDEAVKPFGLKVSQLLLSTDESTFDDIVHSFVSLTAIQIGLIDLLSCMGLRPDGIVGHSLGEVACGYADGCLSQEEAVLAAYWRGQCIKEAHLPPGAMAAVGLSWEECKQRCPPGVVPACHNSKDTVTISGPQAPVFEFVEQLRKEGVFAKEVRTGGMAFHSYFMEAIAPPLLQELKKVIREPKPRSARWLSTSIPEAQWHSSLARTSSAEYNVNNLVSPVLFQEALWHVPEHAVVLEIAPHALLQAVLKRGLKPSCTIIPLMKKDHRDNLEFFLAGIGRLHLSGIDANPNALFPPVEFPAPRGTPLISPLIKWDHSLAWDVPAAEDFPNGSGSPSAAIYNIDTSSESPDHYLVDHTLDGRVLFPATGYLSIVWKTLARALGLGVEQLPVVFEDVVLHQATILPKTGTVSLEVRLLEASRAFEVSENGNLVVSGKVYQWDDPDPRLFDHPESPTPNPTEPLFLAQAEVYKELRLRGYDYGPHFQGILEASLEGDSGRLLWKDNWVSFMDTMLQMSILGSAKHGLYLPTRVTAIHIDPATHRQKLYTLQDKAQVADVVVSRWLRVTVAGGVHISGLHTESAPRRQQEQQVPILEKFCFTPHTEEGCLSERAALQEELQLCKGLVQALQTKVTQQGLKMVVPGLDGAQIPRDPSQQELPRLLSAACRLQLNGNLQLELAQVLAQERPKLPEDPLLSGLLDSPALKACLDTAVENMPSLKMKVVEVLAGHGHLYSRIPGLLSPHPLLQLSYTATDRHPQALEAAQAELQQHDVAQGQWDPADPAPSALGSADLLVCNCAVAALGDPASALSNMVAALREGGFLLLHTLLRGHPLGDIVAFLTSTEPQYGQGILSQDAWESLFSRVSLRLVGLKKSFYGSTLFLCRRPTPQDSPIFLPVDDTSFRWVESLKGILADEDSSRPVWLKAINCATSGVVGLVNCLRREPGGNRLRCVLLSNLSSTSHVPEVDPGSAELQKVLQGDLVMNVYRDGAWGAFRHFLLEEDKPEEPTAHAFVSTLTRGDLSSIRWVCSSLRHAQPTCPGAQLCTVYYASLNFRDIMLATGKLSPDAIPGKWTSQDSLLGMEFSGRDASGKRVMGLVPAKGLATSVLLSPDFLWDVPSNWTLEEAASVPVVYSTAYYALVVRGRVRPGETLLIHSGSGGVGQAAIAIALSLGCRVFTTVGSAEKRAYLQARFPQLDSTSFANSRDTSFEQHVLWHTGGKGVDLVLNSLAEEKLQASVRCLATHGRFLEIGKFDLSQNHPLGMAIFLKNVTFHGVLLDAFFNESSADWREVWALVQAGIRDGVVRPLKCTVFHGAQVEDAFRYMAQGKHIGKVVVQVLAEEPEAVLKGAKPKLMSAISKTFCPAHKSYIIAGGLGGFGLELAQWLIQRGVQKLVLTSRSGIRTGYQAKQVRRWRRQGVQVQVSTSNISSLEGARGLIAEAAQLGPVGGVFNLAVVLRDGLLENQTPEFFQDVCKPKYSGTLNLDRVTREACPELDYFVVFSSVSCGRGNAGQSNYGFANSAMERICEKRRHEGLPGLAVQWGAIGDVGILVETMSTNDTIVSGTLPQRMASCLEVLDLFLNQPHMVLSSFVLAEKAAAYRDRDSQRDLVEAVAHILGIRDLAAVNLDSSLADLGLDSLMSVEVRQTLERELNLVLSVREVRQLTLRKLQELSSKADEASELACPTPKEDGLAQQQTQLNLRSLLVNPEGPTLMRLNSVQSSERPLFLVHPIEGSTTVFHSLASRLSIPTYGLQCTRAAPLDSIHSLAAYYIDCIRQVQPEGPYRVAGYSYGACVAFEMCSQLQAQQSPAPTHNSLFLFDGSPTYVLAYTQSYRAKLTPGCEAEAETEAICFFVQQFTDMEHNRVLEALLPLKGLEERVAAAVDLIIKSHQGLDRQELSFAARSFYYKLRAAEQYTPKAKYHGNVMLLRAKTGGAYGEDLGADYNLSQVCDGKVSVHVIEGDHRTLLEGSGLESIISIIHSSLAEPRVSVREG
MT1-MMP act inh = MT1-MMP (human) activation inhibition; P50281; HT1080 RFP-PRO-GFP cells, GFP/RFP ratio fluorescence, overnight; percent of plate control window, DMSO zero; GFP/RFP ratio change, % at 20 µM; hit rate 0.061% among 360,000; AID 651647;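 active means GFP/RFP ratio change of at least 30% with cell ATP level not reduced by more than half and red fluorescence within 50% of control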; further: strong numbers were not always called active
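Material – HT1080 RFP-PRO-GFP cells · Control set – DMSO wells and RFP-L50D-GFP cells · Incubation – overnight cell settling, then overnight compound exposure, 37 °C, 5% CO2 · Compound dosing – single-point 20 µM compound, 1% DMSO · Read-out – GFP/RFP fluorescence ratio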
Neddylation inh = cullin neddylation inhibition | P61081+Q13564 | TR-FRET cullin neddylation, biochemical | calls only at 25 µM | hit rate 0.58% among 360,000; in the data active means inhibition above about 36%
CendR NRP1 mod = modulators of CendR peptide binding to human neuropilin-1; O14786; FAM-RPARPAR peptide binding to NRP-1, fluorescence polarization; hit rate 0.85% among 360,000; AID 602438; inhibition, % at 25 µM;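 active means inhibition or corrected inhibition above about 18%, plus a signal ratio from 0.5 to 1.5, limit read from the data, passing the limit was not always enough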; further: strong numbers were not always called active
Starred values were filed as active, the others as inactive; i = inactive; . = not tested or not shown.

molecule	MLLE-PAM2 inh	SKN-1 inh	Rin1-Abl PPI inh	eLon inh	bovine MsrA act	FAS TE block	MT1-MMP act inh	Neddylation inh	CendR NRP1 mod
CCC1=[N+](CC(=O)c2ccc(C)cc2)CCn2c(C)ccc21	4	0	3	-22	-9	-8	2	i	1
CC(C)c1ccc2nc3sc(C(=O)N4CCc5ccccc5C4)c(N)c3cc2c1	22	13	2	4	-2	-4	-7	i	-74
COC(=O)Cc1c(C)nc2nc(NCc3c(F)cccc3Cl)[nH]n2c1=O	-1	3	0	7	-4	-5	1	i	14
COc1ccc2nc3sc(C(=O)NCCN4CCc5ccccc5C4)cc3cc2c1	-16	0	-7	4	-2	-4	9	i	1
COc1ccc(Cl)cc1N(C(C)=O)c1nc(C)cc(C)c1C#N	-7	-2	-1	-8	-3	-4	-1	i	-4
Cc1ccc(F)c(S(=O)(=O)NC(=O)C2(C)CCN2C(=O)Cc2ccc(C(C)(C)C)cc2)c1 (stereo not drawn)	-12	3	3	-13	-2	-1	0	i	-7
Cc1cc2c(=O)oc(-c3ccc(Br)cc3)nc2s1	-1	5	-1	-1	4	13	4	i	-15
Cc1ccccc1Nc1nc(N)nc(COc2ccc(C#N)cc2)n1	-19	5	1	-6	-13	-11	15	i	12
COc1ccc(C(C)(NC(C)=O)c2nc(-c3cccc(C(=O)O)c3)cs2)cc1 (stereo not drawn)	2	3	1	1	2	-1	-4	i	-11
O=C(CCc1nnc2n(Cc3ccc(Cl)cc3)c(=O)c3ccccc3n12)NCCCN1CCOCC1	8	11	2	0	-11	11	2	i	6
COc1ccc(NC(=O)C2CCCCC2)cc1S(=O)(=O)N1CCOCC1	0	-7	6	9	-9	-3	7	i	6
CCN(CC)CC(=O)c1c[nH]c2ccc(C)cc12	-30	-5	-1	-6	-5	-13	-2	i	-14
Cc1cc(C)[n+](C)n1CC(O)Cn1c2ccccc2c2ccccc21 (stereo not drawn)	-102	4	6	2	-10	-4	1	i	-10
Cc1cc(C(F)(F)F)nn1CC(=O)NCc1ccco1	-5	-3	-1	0	-2	-5	-4	i	-12
O=Cc1ccc(Oc2cccc(C(F)(F)F)c2)nc1	9	10	-4	1	-2	-4	1	i	-17
CC1(C)Cc2c(C#N)c(OCC(=O)c3ccc(Cl)cc3)nc(-c3ccco3)c2CO1	13	14	0	-5	-1	15	-2	i	3
Cc1ccc(C)c(OCCCC(=O)Nc2ccccc2C(N)=O)c1	-5	0	0	-3	-3	-2	3	i	-7
CCN(CC(=O)Nc1cc(C)nn1-c1nc(C)cc(C)n1)Cc1ccccc1	0	4	1	-4	-1	-3	-6	i	11
Cn1c(CC(=O)Nc2ccccc2Cl)nnc1SCC(=O)NC1CCCCC1	13	-4	1	5	-5	-3	-1	i	-3
COc1ccc(-n2c(=O)[nH]cc(C(=O)Nc3ccc4c(c3)OCO4)c2=O)cc1OC	3	-11	1	-5	12*	-4	3	i	13
O=C(NC1CCCCC1)C1CCN(C(=O)c2ccccc2Cl)CC1	-4	-14	3	-1	-5	-5	1	i	5
O=S(=O)(c1ccccc1)N1CCN=C1SCc1ccc(Cl)c(Cl)c1	35	9	0	-3	-4	31	-1	i	-15
N#Cc1cc(-c2ccccc2)nn1-c1ccccc1	22	35*	-3	-1	-1	15	1	i	15
NC(=O)CSc1nnc2sc3ccccc3n12	-88	8	3	0	1	-5	3	i	5
O=C(C1CC1)N1CCCC(c2ccc(Cl)cc2)=N1	6	20	5	2	-5	4	6	i	4
CC(=O)c1nc2ccccc2n1S(=O)(=O)c1ccc(Cl)cc1	-1	9	-2	-7	-8	-6	1	.	3
O=C(CSC1=NS(=O)(=O)c2ccccc2N1)Nc1ccccc1F	5	8	3	0	-4	-9	5	i	17
C/C(=N\NC(=O)c1cc(O)cc(O)c1)c1ccc(NC(=O)Cc2ccccc2)cc1	3	3	7	-5	-2	-4	3	i	10
CCOC(=O)N1CCN(C(=O)CN(c2ccc(C)cc2)S(=O)(=O)c2c(C)noc2C)CC1	7	-3	0	0	-3	-6	-2	i	-9
CCN(CC(=O)N1CCN(Cc2ccccc2)CC1)S(=O)(=O)c1ccccc1	-5	2	2	-6	3	1	1	i	2
OCC[C@@H]1C[C@@H](O)[C@H](O)[C@@]2(Cc3ccccc3CCO2)O1	-4	-5	-1	-5	-2	-10	-2	i	5
Nc1oc2ccccc2c1C(=O)Cc1ccccc1O[C@@H]1O[C@H](CO)[C@@H](O)[C@H](O)[C@H]1O	-5	-3	-2	-11	13*	-4	2	i	-1
CC(=O)C1=C(O)C(=O)OC1c1ccc(C)cc1 (stereo not drawn)	10	-2	4	-5	-3	-8	2	i	2
O=C(NCCN1CCCCC1)Nc1ccc(F)cc1	0	4	-3	-5	-3	-4	0	i	2
CCN(CC)CCN1C(=O)C(O)=C(C(=O)c2cc3cccc(OC)c3o2)C1c1ccc(F)cc1 (stereo not drawn)	-8	10	-3	3	-3	-6	3	i	-9
CCOC(=O)c1nc(S(C)(=O)=O)ncc1N1CCOCC1	13	8	-1	-7	0	-10	-8	i	-7
O=C(CNC(=O)c1ccccc1)OCC(=O)c1cccs1	-10	-1	2	-10	-2	-5	-1	i	14
COc1ccc(OCc2nnc(SCC(=O)Nc3oc(C)c4c(C)n[nH]c(=O)c34)n2C)cc1	-2	-1	1	-2	5	-10	5	i	2
Cc1ccc(NC(=O)CSc2nnc(CNC(=O)c3ccco3)n2C)cc1	6	-5	-2	-1	-2	-4	4	i	-8
COc1ccc(C(=O)NCCc2nnc3ccc(SCC(=O)NCc4ccccc4)nn23)cc1	0	-3	2	1	-9	1	2	i	15
COc1cc(C)c(C(C)C)cc1S(=O)(=O)N1CCOCC1	11	-2	0	0	-3	-1	0	i	12
Cc1ccc(Cn2c(C(C)Nc3nc(-c4ccc(F)cc4)cs3)nc3cc(C(F)(F)F)ccc32)cc1 (stereo not drawn)	15	-1	2	-7	-5	27	-3	i	15
CCOC(=O)C1CCCN(C(=O)CCc2nnc(-c3ccc(C(C)=O)s3)o2)C1 (stereo not drawn)	-10	3	-4	5	-2	1	0	i	3
CC(C)N(C)c1ncnc2c1ncn2[C@H]1CN(CCc2ccccc2)C[C@@H](CO)O1	9	5	-3	4	-5	-6	0	i	17
O=C(COc1ccccc1Br)NCc1ccco1	-6	4	3	0	-15	-7	-1	i	3
CCN(CC)CCN(C(=O)c1cccc([N+](=O)[O-])c1)c1nc2ccc(OC)cc2s1	-5	-4	1	-2	-3	18	-1	i	3
O=C1c2ccccc2C(=O)c2[nH]c(=O)[nH]c21	-27	8	-10	-2	15*	0	-7	i	28*
CSc1ncccc1C(=O)N1CCN(C(=O)c2ccccc2)CC1	6	20	0	-2	-1	-3	0	i	11
CCCCCOC(=O)C1=C(C)NC(=O)NC1c1ccc(N(C)C)cc1 (stereo not drawn)	-6	2	0	-7	-2	1	1	i	-22
O=C(CSc1nnc(-c2ccco2)n1-c1ccccc1)Nc1c(Cl)cc(Cl)cc1C(=O)O	-5	19	4	-5	-2	-3	0	i	6

Sorted by the number under bovine MsrA act (lowest first): some entries from above.
Molecule | bovine MsrA act
O=C(COc1ccccc1Br)NCc1ccco1 | -15
CCOC(=O)C1CCCN(C(=O)CCc2nnc(-c3ccc(C(C)=O)s3)o2)C1 (stereo not drawn) | -2
CSc1ncccc1C(=O)N1CCN(C(=O)c2ccccc2)CC1 | -1

(next part)
molecule	MLLE-PAM2 inh	SKN-1 inh	Rin1-Abl PPI inh	eLon inh	bovine MsrA act	FAS TE block	MT1-MMP act inh	Neddylation inh	CendR NRP1 mod
CCCn1c(C(O)c2ccc(C)cc2)nc2ccccc21 (stereo not drawn)	5	14	-3	-1	1	-2	2	i	11
CCC(C(=O)NC(C)(C)C)N(Cc1ccccc1Cl)C(=O)c1snc(C(N)=O)c1N (stereo not drawn)	15	11	0	4	-2	5	-6	i	5
COC(=O)/C=C1/S/C(=N/NC(=O)c2ccc(Cl)cc2Cl)NC1=O	5	-1	0	-10	-4	-3	-1	i	-11
CCOC(=O)c1ccc(NC(=O)NCc2c(C)nn(CC)c2C)cc1	9	-2	-1	-11	-2	-3	-4	i	-6
CCCCNC(=O)c1ccc(CS(=O)(=O)c2ccccc2OC)o1	-9	18	-1	3	-2	-7	3	i	-6
O=S(=O)(NCc1ccc(C(F)(F)F)cc1)c1ccc(-n2cnnn2)cc1	3	-9	-1	1	0	0	-2	i	3
COc1cc(C(=O)Nc2nc(OC)c(-c3ccccc3)c(OC)n2)cc(OC)c1OC	-7	8	-2	0	-1	9	-7	i	-7
CC(=O)ON=C1C=CC(=C(C#N)c2ccccc2)C=C1	9	-5	2	6	-3	-45	5	i	10
CCCCC1CCC(C(=O)NCC(c2ccco2)N2CCOCC2)CC1 (stereo not drawn)	-12	8	-2	-6	1	1	-4	i	2
CCn1c(SCC(=O)NCC2CCCO2)nc2c([nH]c3ccccc32)c1=O (stereo not drawn)	-15	13	-1	-3	-5	-3	0	i	2
CCOC(=O)c1cc(-c2ccccc2C)nn1CC1CC(c2cccnc2)=NO1 (stereo not drawn)	8	-6	3	-16	-2	4	3	i	3
CCCc1cc(C(=O)N(C)CC(=O)Nc2ccc(OCC)c(OCC)c2)sc1C	14	-12	1	-4	-11	-2	0	i	-30
CN(C)C(=S)Nc1ccc2ccccc2c1	-116	16	-4	0	-14	-8	6	i	6
Cc1ccc(CNC(=O)CSc2nc(C)cc(C)c2C#N)cc1	-1	10	0	-3	3	37	-3	i	11
COCC(=O)N1CCC(Oc2ccc(C(=O)NC3CCOC(C)(C)C3)cc2)CC1 (stereo not drawn)	9	-4	1	11	-7	-4	-3	i	-4
CN(C)CCCOc1nc2c(c(=O)n(C)c(=O)n2C)n1C	4	5	1	12	-12	-7	-2	i	5

High-throughput results deposited in PubChem by several laboratories.
